Anesthetic bind: qHTS Assay for Identification of Novel General Anesthetics. 0.074% of 350,000 active. Ferritin light chain (Equus caballus), P02791. apoferritin/1-aminoanthracene competitive binding, fluorescence. AID 485281, 2010. Potency, µM (series often up to 77.5 µM), for the others: top-dose activity change, negative = displacement, most hits filed as inhibitors; also: potency is read from the fitted curve at half-maximal effect; % is scaled to controls: 0 for no effect and ±100 for the full control effect; nearly all actives have a fitted effect of over 20% in size
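Probe: 1-aminoanthracene (50% saturated, PBS). Protein: horse-spleen apoferritin, 10 uM. Incubation: 10 min, room temperature. Detection: 380 nm excitation, 535 nm emission. Analysis: normalized response, four-parameter Hill.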
POLB inh: qHTS Assay for Inhibitors of DNA Polymerase Beta. P06746. Pol beta primer extension/strand displacement, fluorescence kinetic. Potency, µM (highest dose often 114 µM), inactives show at the top dose activity change, negative = inhibition, actives largely listed as inhibitors. 1.3% of 340,000 active; also: potency is read from the fitted curve at half-maximal effect; % is scaled to controls: 0 for no effect and ±100 for the full control effect
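Values derive from four-parameter Hill fits of normalized kinetic data: reads at 0 and 10 min following addition of 50 nM substrate to 10 nM Pol beta preincubated 15 min with compound.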
APEX1 inh: qHTS Assay for Inhibitors of the Human Apurinic/apyrimidinic Endonuclease 1 (APE1). 0.35% of 350,000 active. Potency, µM (top dose mostly 65.8 µM), inactives show at the highest dose activity change, negative = inhibition, most hits filed as inhibitors. recombinant APE1, TAMRA/BHQ-2 abasic DNA cleavage fluorescence. DNA repair nuclease/redox regulator APEX1 (Homo sapiens), P27695;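 also: potency is read from the fitted curve at half-maximal effect; plate controls were vehicle for no effect and reference inhibitor for full effect; nearly all actives have a fitted effect of over 55% in size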
Target sequence (P27695 whole entry, looked up): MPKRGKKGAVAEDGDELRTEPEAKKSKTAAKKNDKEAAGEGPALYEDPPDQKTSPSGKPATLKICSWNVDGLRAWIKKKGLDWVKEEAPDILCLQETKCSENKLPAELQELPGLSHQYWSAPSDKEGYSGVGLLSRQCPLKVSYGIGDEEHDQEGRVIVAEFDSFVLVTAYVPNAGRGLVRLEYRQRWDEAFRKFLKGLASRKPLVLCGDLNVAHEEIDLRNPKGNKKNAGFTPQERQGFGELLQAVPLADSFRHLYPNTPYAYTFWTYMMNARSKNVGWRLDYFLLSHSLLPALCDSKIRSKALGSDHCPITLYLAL
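Activity was derived from the fluorescence gain between first and third kinetic reads (60 s intervals, ex 525/em 598 nm) after 50 nM THF-abasic TAMRA/BHQ-2 duplex was added to 0.75 nM APE1 preincubated 15 min with compound.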
LDHA block: qHTS assay for inhibitors of human lactate dehydrogenase. purified LDHA, NADH/diaphorase-resazurin fluorescence; hits give low values. activity change, % (values are at about 110 or 230 µM). 0.15% of 480,000 active. L-lactate dehydrogenase A chain (Homo sapiens), P00338; in the data active = activity change below about -30%; inconclusive = mostly about -25% to -30%;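 also: plate controls were DMSO wells for no effect and wells without enzyme for full effect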
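Remaining NADH was detected by diaphorase (0.133 mg/mL) converting 37 µM resazurin to fluorescent resorufin, read at 0 and 20 minutes. The preceding 5-minute room-temperature reaction used 2 nM LDHA, 0.2 mM sodium pyruvate and 0.06 mM NADH at pH 7.4.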
POLH inh: qHTS for Inhibitors of Polymerase Eta; DNA polymerase eta (Homo sapiens), Q9Y253; recombinant Pol eta, fluorescent DNA replication assay; Potency, µM (series often up to 114 µM), for the others: at the highest dose activity change, negative = inhibition, hits mostly inhibitors; 1.2% of 390,000 active; also: potency is read from the fitted curve at half-maximal effect; % is scaled to controls: 0 for no effect and ±100 for the full control effect
Target sequence (Q9Y253 whole entry, looked up): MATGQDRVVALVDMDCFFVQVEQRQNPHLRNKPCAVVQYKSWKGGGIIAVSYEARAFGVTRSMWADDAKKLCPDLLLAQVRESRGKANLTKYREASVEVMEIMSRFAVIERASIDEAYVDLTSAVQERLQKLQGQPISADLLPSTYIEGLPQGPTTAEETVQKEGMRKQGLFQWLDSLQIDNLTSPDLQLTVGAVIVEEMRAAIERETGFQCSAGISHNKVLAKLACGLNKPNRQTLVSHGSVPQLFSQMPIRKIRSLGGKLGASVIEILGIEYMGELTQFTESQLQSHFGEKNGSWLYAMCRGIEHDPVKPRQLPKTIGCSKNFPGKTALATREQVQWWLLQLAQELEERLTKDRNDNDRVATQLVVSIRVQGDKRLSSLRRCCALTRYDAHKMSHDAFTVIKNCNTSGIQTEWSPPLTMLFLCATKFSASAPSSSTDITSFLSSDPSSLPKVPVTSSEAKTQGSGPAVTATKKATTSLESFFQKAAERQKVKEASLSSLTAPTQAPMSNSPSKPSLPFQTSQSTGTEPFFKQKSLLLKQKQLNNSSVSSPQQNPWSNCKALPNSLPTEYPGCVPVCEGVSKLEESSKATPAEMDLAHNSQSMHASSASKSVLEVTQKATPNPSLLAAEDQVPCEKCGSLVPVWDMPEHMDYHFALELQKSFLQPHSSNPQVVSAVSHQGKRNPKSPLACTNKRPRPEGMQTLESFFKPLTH
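Fluorescent replication assay: 50 nM final substrate added after a 15 min room-temperature compound preincubation with 10 nM enzyme. Signal taken at 0 min and again at 10 min.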
GRP78 ERSR act: qHTS for Inducers of the Endoplasmic Reticulum Stress Response (ERSR) in Human Glioma: qHTS; 0.02% of 420,000 active; AID 602332, 2012; U87-MG GRP78 promoter luciferase reporter, 16 h; Potency, µM, for the others: at the top dose activation, actives largely listed as activators; also: potency is read from the fitted curve at half-maximal effect; series mostly up to about 76 µM; % of control where 0% means no effect; nearly all actives have a fitted effect of over 35% in size
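Stably transfected U87-MG human glioma cells carrying a GRP78-based luminescent sensor were seeded at 1000 cells/well, pin-dosed with compounds and incubated 16 h. Luciferase reagent was then added, and end-point luminescence was read after 10 min at room temperature.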
Pol iota inh: qHTS for Inhibitors of Polymerase Iota. 1% of 390,000 active. Pol iota fluorescent replication assay, 10 min. DNA polymerase iota (Homo sapiens), Q9UNA4. AID 588590, 2011. Potency, µM (highest dose often 115 µM), for inactives: at the highest dose activity, negative = inhibition, hits mostly inhibitors; also: potency is read from the fitted curve at half-maximal effect
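Fluorescent replication assay read twice, at 0 min and 10 min after adding 50 nM (final) substrate. Enzyme (10 nM) and compounds were first incubated 15 min at room temperature; enzyme-free buffer wells were negative controls.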
BLM helicase inh: qHTS Assay for Inhibitors of Bloom's syndrome helicase (BLM). recombinant BLM DNA unwinding, fluorescence dequenching. Potency, µM (top dose mostly 56.1 µM), without a hit: top-dose activity change, negative = inhibition, hits mostly inhibitors. AID 2528, 2010. 0.2% of 350,000 active;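 also: potency is read from the fitted curve at half-maximal effect; plate controls were vehicle for no effect and no enzyme for full effect; nearly all actives have a fitted effect of over 35% in size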
Pol kappa inh: qHTS for Inhibitors of Polymerase Kappa; Potency, µM (series often up to 107 µM), for the others: at the top dose activity, negative = inhibition, actives largely listed as inhibitors; 0.53% of 400,000 active; AID 588579, 2011; purified Pol kappa, fluorescent DNA synthesis assay, 10 min; DNA polymerase kappa (Homo sapiens), Q9UBT6; also: potency is read from the fitted curve at half-maximal effect; % is scaled to controls: 0 for no effect and ±100 for the full control effect
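50 nM final substrate added after 15 min RT preincubation of 10 nM Pol kappa with compound; fluorescence read at 0 and 10 min.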
Active calls of the source: *; ? = inconclusive; . = no result given; & = joins results of further samples; [ ] = another dose, or the depositor's remark. Unless noted, calls follow the shape of the dose curve; as a rule, active = well fitted curve in the direction sought with a large enough effect; inconclusive = small, poorly fitted or top-dose-only effect, or another doubt; inactive = no such curve, though single readings can be large; an effect the other way counts as inactive or inconclusive. A portion of the library. The share of hits here may be higher or lower than overall.

SMILES | Anesthetic bind | POLB inh | APEX1 inh | LDHA block | POLH inh | GRP78 ERSR act | Pol iota inh | BLM helicase inh | Pol kappa inh
Cc1ccc(C(C(=O)NC2CCCCC2)N(Cc2ccco2)C(=O)Cn2cnc3ccccc32)cc1 (stereo not given) | -13.3% | -20.0% | -4.5% | -3.4 | -7.6% | -6.9% | -2.5% | -7.3% | -17.0%
Cn1cc(C[C@H](NC(=O)OC(C)(C)C)C(=O)N[C@@H](CO)Cc2ccccc2)c2ccccc21 | . | . | . | -0.3 | -20.0% | -3.7% | 44.6% | . | 1.0%
CN1CCN(c2nc(-c3ccccn3)nc3ccccc23)CC1 | 1.9% | -5.6% | ? | 4.0 | -6.4% | -2.7% | 3.3% | -3.4% | -8.1%
CC1(C)CC[C@]2(C(=O)O)CC[C@]3(C)C(=CCC4[C@@]5(C)CC[C@H](O)C(C)(C)C5[C@H](O)C[C@]43C)[C@@H]2C1 (stereo not given in full) | . | . | . | -7.4 | -10.7% | -0.3% | 4.2% | . | -4.6%
COc1cccc(Cn2c(=O)c(C)nc3cnc(N4CCN(C)CC4)nc32)c1 | . | . | 16.2% | . | . | -2.7% | . | -5.2% | -5.1%[60.1 µM]
O=C(CSc1nnnn1-c1ccccc1)Nc1ncc(Cc2cc(Cl)ccc2Cl)s1 | -4.5% | 15.4% | -3.0% | -0.2 | 0.5% | -5.5% | 18.0% | 0.5% | -8.0%
COc1cccc(C(=O)Nc2cccc(OCC(=O)O)c2)c1 | 2.8% | -20.9% | 2.5% | -5.4 | -13.2% | -3.9% | 35.1%[activator] | 2.9% | -4.7%
CCC(=O)N1N=C2CC(C)(C)OCC2C1c1ccccc1 (stereo not given) | 6.9% | 20.7% | 1.2% | -9.5 | -6.9% | -4.4% | 58.3%[activator] | 5.2% | -4.0%
O=C(NC1CCCCCC1)C1Cc2ccccc2CN1C(=O)c1ccco1 (stereo not given) | -3.8% | ? | 14.8% | -5.3 | -11.7% | -3.0% | 38.5%[activator] | -7.6% | -10.2%
FC(F)(F)c1nnc2ccc(N3CCCCC3)nn12 | . | . | . | -5.3 | -1.3% | 4.0% | 40.6%[activator] | . | -3.5%
CCN(CC)S(=O)(=O)c1ccc(C(O)=C(C#N)c2nc3ccccc3n2C)cc1 | . | . | . | -4.0 | -21.6% | -3.8% | 17.1% | . | 9.3%
CCN(CC)c1ccc(/C=C/c2nc3ccccc3s2)cc1 | -12.9% | -3.0% | 4.7% | . | . | . | . | -7.6% | .
COc1ccc(-n2c(SCC(N)=O)nnc2-c2ccccc2F)cc1 | 1.0% | 1.2% | -5.9% | -23.0 | 4.7% | -2.4% | 6.7% | 4.7% | -8.9%
Cc1ccc(N(CC(O)CN2CCCC2)S(=O)(=O)c2ccc(C)cc2)cc1 (stereo not given) | -14.8% | -0.8% | -5.9% | 2.6&-3.1 | -16.5% | -5.4% | 54.2%[activator] | -2.0% | -11.9%
COc1ccc(NC(=O)Nc2cccc(C)n2)cc1 | -2.0% | -17.8% | 0.1% | -1.5 | -14.0% | 0.7% | 13.7% | -2.8% | 3.7%

Three structures from above, arranged by SMILES length, smallest number first:
SMILES | Anesthetic bind | POLB inh | APEX1 inh | LDHA block | POLH inh | GRP78 ERSR act | Pol iota inh | BLM helicase inh | Pol kappa inh
COc1ccc(NC(=O)Nc2cccc(C)n2)cc1 | -2.0% | -17.8% | 0.1% | -1.5 | -14.0% | 0.7% | 13.7% | -2.8% | 3.7%
CCN(CC)c1ccc(/C=C/c2nc3ccccc3s2)cc1 | -12.9% | -3.0% | 4.7% | . | . | . | . | -7.6% | .
COc1cccc(Cn2c(=O)c(C)nc3cnc(N4CCN(C)CC4)nc32)c1 | . | . | 16.2% | . | . | -2.7% | . | -5.2% | -5.1%[60.1 µM]

(listing goes on)
SMILES | Anesthetic bind | POLB inh | APEX1 inh | LDHA block | POLH inh | GRP78 ERSR act | Pol iota inh | BLM helicase inh | Pol kappa inh
CSc1ccccc1-n1nnnc1SCC(=O)Nc1ccccc1C | -21.2% | 0.7% | -0.7% | 0.9 | -25.7% | -4.0% | 27.3% | -4.0% | -8.9%
CN1CCN(c2ncc3nc(-c4ccccc4)c(=O)n(Cc4ccc(F)cc4)c3n2)CC1 | . | . | 2.4% | . | . | -4.0% | . | 2.2% | -11.1%[60.1 µM]
Oc1ccc(Br)cc1/C=N/n1c(-c2ccccc2)n[nH]c1=S | 2.4% | 5.5% | -6.6% | -4.2 | -6.5% | 2.5% | ? | -4.9% | -24.1%
Cc1cc(C)c(OC2(c3ccccc3)OC(=O)c3ccccc32)c(C)c1 (stereo not given) | ? | -22.8% | ? | 1.4 | -2.8% | -3.3% | 12.9% | -7.1% | -6.1%
CCCc1nc(C)cc(N2CCN(c3ccccc3)CC2)n1 | -2.7% | 0.9% | 43.4% | 7.0 | -17.6% | -6.0% | -4.8% | -2.9% | 4.0%
Cc1ccccc1NC(=O)Nc1cnccn1 | -6.5% | -12.5% | 35.7% | -3.1 | 1.7% | -0.8% | -13.3% | -7.2% | -6.4%
COc1c(Cl)cc(Cl)cc1/C=N/NC(=O)c1nnn(-c2nonc2N)c1CN1CCC(C)CC1 | -15.8% | -0.7% | -8.6% | -4.9 | -11.7% | -5.3% | 20.4% | -3.9% | -9.6%
COc1ccc(CCNC(=O)c2cccc(Br)c2)cc1OC | -12.7% | 44.3% | -12.4% | 0.5 | -14.1% | 3.1% | 21.7% | 1.9% | 2.2%
O=C(C1CC(=O)N(c2ccccc2)C1)N1CCCCCC1 (stereo not given) | -2.4% | 35.4% | 9.6% | -0.6 | -14.9% | -4.3% | 38.4%[activator] | -2.3% | 8.8%
COc1cccc(-c2csc(N3CCN(CC(=O)Nc4ccc5c(c4)OCO5)CC3)n2)c1 | 1.4% | -6.8% | 17.6% | -3.3 | -18.1% | -1.7% | 19.1% | -22.1% | 4.8%
O=C(Cc1ccsc1)NCC(=O)Nc1ccc(F)c(F)c1 | -8.0% | 33.6% | 23.5% | -8.1 | -9.3% | 14.9% | 77.6%[activator] | -11.3% | -10.3%
CCOc1ccc(C(=O)NCCc2csc(-c3cccc(F)c3)n2)cc1OCC | 64.8%[activator] | -22.0% | . | -6.9 | -9.5% | -2.1% | -2.1% | -4.0% | -11.4%[60.1 µM]
COc1cccc(-n2cc(CN(C)Cc3nc(Cc4cccc(F)c4)no3)cn2)c1 | -7.6% | 9.0% | -2.6% | -4.1 | -7.3% | -0.1% | 5.9% | -9.0% | -4.6%
COc1cc2c(cc1OC)CN(S(=O)(=O)c1ccc3c(c1)OCCO3)CC2 | -7.2% | 14.7% | 0.3% | -8.6 | -12.5% | -2.7% | 16.0% | -2.7% | -8.6%
Cc1ccc(NC(=O)CN(C)S(=O)(=O)c2ccc3[nH]c(=O)oc3c2)c(C)c1 | -9.3% | ? | 69.5%[activator] | 0.3 | 79.4µM* | -4.3% | -6.6% | 1.3% | -7.7%
O=C1NC[C@H](Cc2ccccc2)N(CC2CCN(CCc3ccccc3)CC2)C1=O | . | . | . | -2.4 | 2.6% | -0.9% | -13.5% | . | 1.2%
CCn1cc(-c2cc(C(F)(F)F)n3nc(C(=O)O)cc3n2)c(C)n1 | 4.4% | -0.6% | 3.3% | 1.4 | ? | 11.2% | 9.8% | -3.4% | -18.9%
CNC(=O)C1CCN(c2nc3ccccc3nc2C(F)(F)F)CC1 | -6.1% | -12.9% | . | -14.7 | 0.4% | -3.2% | 3.1% | -2.2% | 22.9%
Cc1nn(-c2ccccn2)c2c1C(c1ccccc1Cl)C1=C(N2)c2ccccc2C1=O (stereo not given) | -2.4% | 19.1% | -9.6% | -4.0 | -25.8% | -4.4% | 19.7% | -7.4% | -8.7%
Cc1cc(NC(=O)CSc2nnc(N)s2)c([N+](=O)[O-])cc1C | ? | -13.0% | 6.8% | 1.4 | -4.4% | -1.2% | 137.9%[activator] | -1.4% | -9.8%
COC(=O)c1ccccc1NC(=O)CSc1nnnn1C1CCCCC1 | 4.3% | -1.3% | -2.6% | -10.2 | 0.0% | -1.4% | 12.0% | -8.4% | -24.0%
CCn1c(=O)c([N+](=O)[O-])c(Cl)c2ccccc21 | -5.2% | 96.5% | 0.0% | 1.3 | -8.8% | -14.9% | ? | -4.9% | 2.1%
CN(C(=O)CSc1nc(-c2ccccc2)no1)c1ccc(F)cc1 | 0.5% | -0.5% | . | -3.4 | -10.8% | -1.4% | 6.8% | -3.7% | -0.8%
CCC(C)(C)NC(=O)/C=C/c1cc(OC)c(OC)c(S(=O)(=O)N2CCc3ccccc32)c1 | -8.6% | 19.7% | 13.8% | -1.1 | -13.9% | -2.5% | -6.4% | -1.1% | 5.3%
CCOc1cc(-c2noc(CCC(=O)Nc3cccnc3)n2)ccc1OC | -4.7% | 3.2% | -1.8% | 2.0 | -11.3% | -2.0% | 11.4% | -7.7% | -4.7%
COc1ccc(N2C(=O)CC(Sc3n[nH]c(-c4ccc(C)cc4)n3)C2=O)cc1 (stereo not given) | -11.2% | 0.7% | -4.2% | -6.7 | -24.9% | -0.6% | 77.8%[activator] | -4.8% | -3.3%
COc1ccc(N(CC(=O)NCCc2ccc(Cl)cc2)S(=O)(=O)c2c(C)nn(C)c2C)cc1 | -5.2% | -0.1% | . | -1.3 | -14.0% | -1.7% | -6.9% | -3.9% | -5.7%

Screening data as filed in PubChem.
